# NPY-Y2 antag: NPY-Y2 receptor antagonists, primary screen, cell-based; NPY-Y2 expressing cells, antagonist mode; inhibition, % at 2.7 µM; Neuropeptide Y receptor type 2 (Homo sapiens), P49146; 0.99% of 140,000 active; in the data active = inhibition above about 17%;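 note: 0% = vehicle with agonist challenge and 100% = reference antagonist with challenge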
# Target sequence (P49146 whole entry, looked up): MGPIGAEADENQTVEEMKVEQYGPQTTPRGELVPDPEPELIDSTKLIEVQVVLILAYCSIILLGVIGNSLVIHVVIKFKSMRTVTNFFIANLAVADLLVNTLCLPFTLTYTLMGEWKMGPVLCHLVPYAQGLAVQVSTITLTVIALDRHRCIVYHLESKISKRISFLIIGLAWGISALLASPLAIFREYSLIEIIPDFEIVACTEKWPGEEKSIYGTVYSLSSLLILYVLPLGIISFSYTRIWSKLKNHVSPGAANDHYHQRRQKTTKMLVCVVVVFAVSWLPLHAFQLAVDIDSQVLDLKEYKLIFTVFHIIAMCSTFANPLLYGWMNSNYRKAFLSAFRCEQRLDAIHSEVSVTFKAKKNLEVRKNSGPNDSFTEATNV
# Yeast growth inh: growth inhibitors of yeast BB579 in restrictive medium, primary screen, yeast lifespan-shortening project, S. cerevisiae; 0.51% of 140,000 active; OD615, 48 h; AID 804, 2007; inhibition, % at 10 µM;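 active = inhibition above a set limit, 3 SD over the mean compound inhibition, cut at about 44% in these data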; note: inactives centre near -24
#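 Material: Saccharomyces cerevisiae DeaD strain BB579, replicative lifespan model yeast; buffer or medium: CSMM-D restrictive synthetic medium containing dextrose (glucose); compound: 10 µM single dose, DMSO 0.25%; timing: 48 h compound exposure at 30 °C after 4 h preincubation; signal: turbidity as optical density at 615 nm; benchmarks: positive control amphotericin B 10 µg/mL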
# E-sel TNF inh: E-selectin induction blockers in HUVEC – imaging, immunofluorescence, high content, primary screen. AID 1246, 2008. HUVEC TNFa-induced E-selectin immunofluorescence. inhibition, % at 2 µM. 0.71% of 120,000 active;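 active = inhibition above the batch mean plus 3 SD, and confirmed as a hit on visual image review, cut at about 43% in these data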;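 note: 0% = TNF-stimulated DMSO wells and 100% = unstimulated control wells; not every result past the cut was called active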
# Phagocytosis inh: inhibitors of macrophage phagocytosis, primary screen, imaging, J774A.1 cells, IgG beads | AID 1029, 2008 | J774A.1 macrophage IgG-bead phagocytosis | 0.07% of 110,000 active | inhibition, % at 5 µM;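 active = inhibition above the mean of the plate negative controls plus 5 SD, cut at about 13% in these data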;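 note: phagocytic index as fraction of beads internalized from green versus red external bead signal; plate controls were DMSO negative control for no effect and cytochalasin-D positive control for full effect; some results beyond the cut were filed as inactive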
# bCat KO growth: primary screen for growth suppressors in beta-catenin knockout HCT116 cells (colon tumor, human) | HCT116 beta-catenin knockout viability, CellTiter-Glo, 60 h; active compounds read low | viability, % at 10 µM | 1.5% of 140,000 active | AID 818, 2007;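 active = viability at or under a set limit, the compound median less 4 SD, cut at about 6% in these data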;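 note: 0% = Hyamine 1622 control at 20 µM and 100% = untreated cell control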
# Yeast lifespan up: compounds extending yeast replicative lifespan, primary screen, S. cerevisiae, OD615; S. cerevisiae growth with nicotinamide; deaD strain in restrictive glucose medium; inhibition of the nicotinamide effect, % at 10 µM; 0.68% of 130,000 active;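 active = inhibition above a set limit, placed 3 SD over the median of all compounds, cut at about 26% in these data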;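 note: 0% = nicotinamide-treated wells and 100% = cells grown without nicotinamide; some compounds called inactive have numbers as strong as hits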
#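 Assay system: engineered S. cerevisiae DeaD replicative-lifespan strain, galactose-grown log-phase cells; medium: restrictive CSMM-D dextrose medium; also added: nicotinamide, 1.5 mM, co-present with compound; schedule: 48 h compound exposure at 30 °C, humidified; detection: absorbance at 615 nm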
# MRP1 act: H69AR viability gain despite doxorubicin, primary screen, MRP-1 activator project, H69AR cells, CellTiter-Glo. viability increase, % at 10 µM. viability rescue. 0.61% of 140,000 active;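 active = viability gain under doxorubicin at or above a set limit, the compound median plus 3 SD, cut at about 4.7% in these data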;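 note: MRP-1 overexpressing cells given doxorubicin 25 µM after compound pretreatment; 18-22 h compound pretreatment then 72 h with doxorubicin before readout; 0% = doxorubicin-only wells and 100% = vehicle-treated cells without doxorubicin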
# Measles CPE: compounds protecting cells from measles virus cytopathic effect, primary screen, measles RdRp inhibitor project, single point, MLSMR library, absorbance. AID 841, 2007. 1.5% of 140,000 active. Measles virus-infected cells, CPE protection. protection (pct of control), % at 4 µM; in the data active = protection mostly above about 24%, no sharp cut-off; inactive = mostly below about 26%; note: some compounds called inactive have numbers as strong as hits
# GALR2 blocker: GALR2 antagonists in receptor-expressing cells, primary screen; Galanin receptor type 2 (Homo sapiens), O43603; antagonist mode; inhibition, % at 4 µM; 0.39% of 140,000 active; in the data active = inhibition above about 27%;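 note: cells stimulated with galanin 1-16 at roughly its EC80; 0% = agonist challenge control and 100% = basal control without agonist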
# Target sequence (O43603 whole entry, looked up): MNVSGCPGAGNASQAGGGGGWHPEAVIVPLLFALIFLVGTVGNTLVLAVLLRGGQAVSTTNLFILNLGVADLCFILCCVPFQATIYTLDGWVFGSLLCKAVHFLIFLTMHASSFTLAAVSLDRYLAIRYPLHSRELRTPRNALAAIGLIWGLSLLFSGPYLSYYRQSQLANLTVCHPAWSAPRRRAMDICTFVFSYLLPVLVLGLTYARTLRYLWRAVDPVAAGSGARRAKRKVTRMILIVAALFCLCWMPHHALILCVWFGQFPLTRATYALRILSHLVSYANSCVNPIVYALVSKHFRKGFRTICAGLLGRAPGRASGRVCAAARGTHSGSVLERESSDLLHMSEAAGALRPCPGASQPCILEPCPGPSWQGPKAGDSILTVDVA
# HCT116 PTEN-null: growth suppression of PTEN-null HCT116, primary screen, cell-based, CellTiter-Glo; HCT116 PTEN-null viability, 60 h; active compounds read low; viability, % at 10 µM; 1.2% of 140,000 active;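 active = viability at or below a set limit, 4 SD under the median of all tested compounds, cut at about 3.7% in these data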;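 note: PTEN knockout HCT116 line with beta catenin targeted HCT116 as companion control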
# Numbers without * were called inactive; . = no result given.
SMILES,NPY-Y2 antag,Yeast growth inh,E-sel TNF inh,Phagocytosis inh,bCat KO growth,Yeast lifespan up,MRP1 act,Measles CPE,GALR2 blocker,HCT116 PTEN-null
CCOC(=O)N1CCC(Nc2c(NCCCN(CC)CC)c(=O)c2=O)CC1,1,20,.,0,91,-4,-1.0,6,-2,93
COc1ccccc1-c1nnn(CC#N)n1,0,-8,-25,0,107,-6,-0.5,.,3,101
C=CCn1c(SCc2nc3scc(-c4ccccc4)c3c(=O)[nH]2)nnc1-c1ccccc1F,6,-8,30,-12,81,3,0.7,32,-6,100
COc1ccc(/C=N/NC(=O)CN(CCc2ccccc2)S(=O)(=O)c2ccc(NC(C)=O)cc2)cc1OC,18*,-27,.,-5,96,-3,-3.0,25,5,92
Nc1nc2ccccc2n1CCN1CCCC1,3,-13,-5,-1,98,-12,0.2,22,6,98
CCc1ccc(OCCCC(=O)Nc2ccc(N3CCCCC3)cc2)cc1,1,-34,32,.,108,-8,-0.8,27,-11,87
CN1C(=O)C(CC(=O)Nc2ccc3c(c2)Cc2ccccc2-3)N(C)C1=O (centres undefined),-1,-43,12,11,95,-5,-2.2,28,21,95
COc1ccc(Nc2ccc(S(=O)(=O)N3CCCCC3)cc2[N+](=O)[O-])cc1OC,2,-27,.,-3,79,1,-1.2,11,-6,73
O=C(COC(=O)c1ccco1)Nc1ccccc1,2,-13,-2,0,104,-11,-0.8,8,-5,100
O=C(CCNC(=O)c1ccc(Cl)cc1)Nc1ccc(F)cc1F,2,-4,.,-3,89,-1,-1.9,33,-7,101
CCN(C(=O)Cn1c(=O)n2nc(CCn3nc(C)cc3C)nc2c2ccccc21)c1cccc(C)c1,2,-49,20,-4,93,19,-3.1,6,-2,89
COc1ccccc1NC(=O)CSc1nnnn1-c1ccc2c(c1)OCO2,9,-38,-10,-3,93,-10,-1.6,2,-1,88
CCC(=O)Nc1c(-c2cccs2)c(=O)c2ccccc2n1C,1,-13,-1,0,97,5,-4.0,12,9,89
CC(C)Oc1c(Br)cc(Br)cc1/C=N/NC(N)=S,3,-17,.,7,39,1,-4.5,20,-3,36
CCOc1ccc(OCc2ccc(C(=O)Nc3cccc(C)n3)o2)cc1,8,-28,-26,-1,98,-13,1.4,3,5,101
Cc1ccc(NC(=O)c2c(C)nn(-c3ccccc3)c2Cl)cc1,4,-18,56,-6,98,-5,-0.3,5,-3,97
CC(=O)c1cccc(NC(=O)NC2CC3CCCC(C2)N3CC(C)C)c1 (centres undefined),0,-36,-17,.,94,.,-0.9,17,9,92
CC(=O)c1noc(C)c1C(=O)Nc1nccs1,1,-54,.,4,91,6,0.5,1,-6,102
COc1ccccc1Nc1nc2c(s1)CCC2,1,-46,.,-3,79,-4,-1.6,4,7,74
Cc1cc(=O)n(CCCO)c(O)c1C#N,6,-9,26,0,93,2,0.7,6,5,97
O=C(NCc1ccccn1)c1ccc(Cl)s1,-3,-8,1,-2,96,-7,-2.2,13,1,99
CCc1cc2c3c(c(=O)oc2cc1O)CCCC3,2,-7,10,-1,92,-10,-3.1,29,7,87
O=C(Nc1ccc2c(c1)CCC2)c1cc2ccccc2o1,12,-66,6,-1,60,-13,0.9,17,-5,67
S=C(Nc1cccc2ccccc12)NN1CCOCC1,3,-37,-98,-1,121,-13,-4.0,4,5,95
O=C(CC1COc2ccccc2O1)NCCc1ccccc1 (centres undefined),3,-27,4,.,89,-14,0.4,9,1,97
Cc1cc(-c2csc(NC(=O)c3ccccc3C(F)(F)F)n2)c(C)n1Cc1ccccc1,2,-34,4,-2,87,9,0.3,14,-16,87
COc1ccc(C2C(C#N)=C(N)OC3=C2C(=O)CCC3)c(OC)c1OC (centres undefined),-1,-31,11,1,111,-4,0.7,16,3,95
Cc1ccc(/C=N/NC(=O)C2=NNC(c3ccccc3)(c3ccccc3)C2)c(O)c1,7,-72,-16,.,4.7*,.,1.3,5,8,6
O=C1CCCC(O)=C1C1NCCc2ccccc21 (centres undefined),0,-14,-4,-1,102,1,-0.7,8,-1,94
CSc1nc(-c2ccccc2)nn1C(=O)c1ccc(Cl)cc1,2,-20,-9,.,95,0,0.4,9,-3,86

# NPY-Y2 antag, what is marked active above
Molecule,NPY-Y2 antag,E-sel TNF inh,Phagocytosis inh,Yeast lifespan up,Measles CPE,GALR2 blocker
COc1ccc(/C=N/NC(=O)CN(CCc2ccccc2)S(=O)(=O)c2ccc(NC(C)=O)cc2)cc1OC,18*,.,-5,-3,25,5

# Further structures
SMILES,NPY-Y2 antag,Yeast growth inh,E-sel TNF inh,Phagocytosis inh,bCat KO growth,Yeast lifespan up,MRP1 act,Measles CPE,GALR2 blocker,HCT116 PTEN-null
Cn1ccnc1SCc1nc2c(cnn2-c2ccccc2)c(=O)[nH]1,1,2,13,-3,91,-2,-1.0,11,-9,99
O=C(/C=C/c1cccc(C(F)(F)F)c1)Nc1cccc(C(F)(F)F)c1,-2,-42,16,-2,3.8*,-9,-6.6,0,11,2.3*
Cc1cc(C(=O)CSc2nnc(-c3ccc(OC(F)F)cc3)o2)c(C)n1Cc1cccs1,0,0,-23,-1,79,2,-2.4,3,-1,92
O=C(c1ccccc1Sc1cccc2ccccc12)N1CCOCC1,6,-34,3,.,90,.,-1.4,5,-7,90
CCCCOc1ccc(C(=O)N2CCCCCC2)cc1,2,-5,-27,1,97,-3,-0.8,5,-17,97
O=C(Nc1ccccc1-c1ccccc1)NC1CCN(CC(=O)N2CCOCC2)CC1,2,-34,-2,0,112,-8,-0.6,6,13,100
CSc1ccc(N2C(=O)NC3(CCCCC3)C2=O)cc1,0,-53,18,0,106,-1,0.2,15,1,107
c1ccc(COc2ccc(OCCn3cncn3)cc2)cc1,-1,-35,-12,1,80,-16,-1.8,9,-4,79
CC(n1cnnn1)C12CC3CC(CC(C3)C1)C2 (centres undefined),1,-31,-18,2,105,2,-0.6,20,-1,97
Cc1cccc(/N=C/c2c(O)c3ccccc3oc2=O)n1,6,-41,-31,5,90,4,0.0,13,10,99
Cc1nnc(SCC(=O)NCc2ccco2)[nH]c1=O,1,-15,.,0,99,-7,-0.4,13,-7,104
O=C(Cn1nnc(-c2ccccc2F)n1)Nc1ccc2c(c1)OCO2,8,-12,3,0,99,-8,-2.3,11,-2,98
CC1=CC(c2ccc(Cl)cc2)n2nc(NC(=O)c3ccccc3)nc2N1 (centres undefined),2,-79,-10,1,86,-8,-0.6,3,7,83
CCN(C(=O)CCc1nc(-c2ccccc2F)no1)c1cc(OC)ccc1OC,3,-19,1,-1,72,-7,-0.3,10,6,65
CCOC(=O)N1CCN(c2ccc(C(=O)CC)cc2F)CC1,2,-3,23,-1,99,-28,-0.7,3,-1,94
CC(C)NC(=O)CCNS(=O)(=O)c1ccc(Br)cc1,0,-21,19,-3,103,-2,-0.2,14,-1,89
CCOC(=O)N1CCN(C(=O)Nc2ccc3nc(C)sc3c2)CC1,5,0,.,2,105,-23,-2.5,5,-9,87
CNC(=O)CSCc1c(F)cccc1Cl,3,-23,24,.,87,.,-1.9,11,3,90
CC1Sc2ccccc2N(CC(=O)N(C(C)C)C(C)C)C1=O (centres undefined),2,-39,-2,.,98,-6,0.1,18,-14,93
N#CC1=C(N)OC2=C(C(=O)CCC2)C12CCC1(CC2)OCCO1,-1,-58,-14,-1,51,-18,-0.7,17,11,54
CCOC(=O)N1CCN(S(=O)(=O)c2ccc(C(=O)Nc3sc4c(c3C#N)CCC4)cc2)CC1,0,-17,44,-3,63,-3,-4.4,2,17,28
COc1ccccc1N1CC(C(=O)OCC(=O)c2ccc(F)cc2)CC1=O (centres undefined),5,0,.,1,104,-4,0.4,33,-4,113
Cc1cc(Cl)c(S(=O)(=O)N2CCSCC2)cc1OCC(=O)NC1CCCCC1,3,-56,14,-1,11,-9,-1.5,23,-9,17
O=C(O)CCCNS(=O)(=O)c1cccs1,1,-32,.,-1,102,2,1.1,14,14,106
COC(=O)c1sccc1NC(=O)CSc1ccccc1NS(=O)(=O)c1ccc(Cl)cc1,2,-7,-19,.,76,-9,-1.8,18,0,75
O=C(Nc1cccc([N+](=O)[O-])c1)c1[nH]ncc1Cl,1,-19,.,-1,95,-3,6.1*,19,25,94
COc1ccc(CNC(=O)CCn2c(=O)oc3ccccc32)cc1,2,-47,.,-2,102,-11,0.6,10,-13,106
CCOP(=O)(c1ccc(N(C)C)cc1)C(O)c1ccccc1OC (centres undefined),1,-21,-8,0,100,-5,-1.9,10,-3,104
C=CCn1c2ccccc2c2nnc(SCC(=O)Nc3c(C)n(C)n(-c4ccccc4)c3=O)nc21,0,-18,.,-1,78,-2,-2.7,6,-3,75
CC1CC(C)CN(CCCNC(=O)Cc2c(C(=O)O)n(C)c3ccccc23)C1 (centres undefined),-2,-10,-3,-1,97,-2,1.0,9,-10,107
CCOc1ccc2[nH]c(=O)c(CN(Cc3nnnn3Cc3ccccc3)CC3CCCO3)cc2c1 (centres undefined),3,-23,-19,2,66,-18,-1.6,6,1,63
c1ccc2[nH]c(-c3cscn3)nc2c1,0,-52,.,.,88,-2,-0.5,42,5,98
CNC(=O)/C(=C\c1ccc2c(c1)OCO2)NC(=O)c1ccc(Br)cc1,3,1,.,0,92,-4,-1.5,22,-2,89
CC(C)n1c(N2CCN(C(=O)Nc3ccccc3)CC2)nc2ccccc21,2,-31,-7,0,103,-18,-1.5,5,5,99
COc1ccc2nc(C)cc(C(=O)O)c2c1,4,-41,10,.,87,-18,-0.7,23,1,85
O=C(Cc1ccc([N+](=O)[O-])cc1)Nc1nnc(C2CC2)s1,-2,-17,.,0,87,6,-0.1,19,3,90
COc1ccc(-c2nc3ccccc3c(=O)n2CCCn2ccnc2)cc1,12,-38,0,0,81,-1,-3.4,3,17,76
Cc1ccc(C2C(C#N)=C(N)Oc3cc4c(cc32)OCO4)cc1 (centres undefined),3,-53,-11,6,20,-10,-1.1,7,-7,17
COc1ccc(S(=O)(=O)N2CCC(C(=O)N3CCOCC3)CC2)cc1OC,1,-29,.,0,100,-1,0.0,17,7,108
CCCC(=O)OCC(=O)Nc1ccccc1Sc1ccccc1,3,-12,-6,0,94,-4,-1.5,2,-3,98
Cc1c(Br)cc(-c2nnco2)cc1Br,5,-14,-7,0,101,-16,-0.2,4,1,100
Cc1cccc(C)c1N1C(=O)C2ON(c3ccccc3)C(c3ccncc3)C2C1=O (centres undefined),3,-37,11,0,83,-3,-0.7,1,-4,84

# Look-ups from the list:
# Reading for COc1ccc2nc(C)cc(C(=O)O)c2c1 under HCT116 PTEN-null: 85
# Reading for c1ccc2[nH]c(-c3cscn3)nc2c1 under Yeast growth inh: -52
# Reading for CNC(=O)/C(=C\c1ccc2c(c1)OCO2)NC(=O)c1ccc(Br)cc1 under Yeast lifespan up: -4

# From PubChem
